Compound activity as filed in PubChem BioAssay.
All columns: NCI-60 one-dose screen, growth in % after 48 h at 10 µM unless noted; 100 = growth as untreated, 0 = no growth, -100 = all killed.
MCF7: MCF7 breast cancer; AID 1794796; 82,000 compounds, 6.3% hits
HS 578T: HS 578T breast cancer; 78,000 compounds, 4.1% hits; AID 1794788
LOX IMVI: LOX IMVI melanoma; 79,000 compounds, 7.4% hits; AID 1794757
K-562: K-562 leukemia | 78,000 compounds, 7.4% hits | AID 1794777
MDA-MB-468: MDA-MB-468 breast cancer | 78,000 compounds, 8.5% hits
BT-549: BT-549 breast cancer. 78,000 compounds, 4.4% hits
T-47D: T-47D breast cancer; 79,000 compounds, 5% hits
MDA-MB-231: MDA-MB-231 breast cancer. 81,000 compounds, 5% hits. AID 1794789
* marks the source's active call; other numbers are inactive results; x = not tested or not shown; & = joins results of further samples. How the source made its calls: active means growth percent below 10; inactive means the rest. Random draw from the library (roughly 12% active in at least one column).

SMILES | MCF7 | HS 578T | LOX IMVI | K-562 | MDA-MB-468 | BT-549 | T-47D | MDA-MB-231
O=C(Nc1nccnc1OCc1ccccc1)Nc1cccc2ccccc12 | 87.6 | 37.1 | x | 89.3 | 73.5 | 72.1 | x | 44.6
CCOC(=O)c1c(C)[nH]c(C)c(C(=O)OCC)c1=O | 97.7 | 119.7 | 101.5 | 106.3 | 95.5 | 110.7 | 102.6 | 112.3
CCOC(=O)C1C2C=CC(C2)C1C(=O)OC (stereo not drawn) | 99.4 | x | 90.7 | 99.1 | 105.2 | 101.0 | 95.9 | 108.1
CCOc1ccc(N2C(=O)[C@]3(NC2=S)[C@H](c2ccc(Cl)cc2)CN(C)[C@]32C(=O)NC3C=CC=C[C@H]32)cc1 (stereo partly drawn) | 54.8 | 79.6 | 67.9 | 47.1 | 57.0 | 78.1 | 50.6 | 69.0
COc1cc(C2Nc3ccccc3S2)cc(CN2CCOCC2)c1O (stereo not drawn) | 50.6 | 72.2 | 78.2 | 46.9 | 26.3 | 84.9 | 88.4 | 63.6
CC[N+](CC)=c1ccc2nc3c(cc(NCc4ccccc4)c4ccccc43)oc-2c1 | -82.2* | -20.4* | -64.2* | -26.1* | -88.7* | 39.4 | -55.9* | -69.6*
COc1cc2nc(N3CCC[C@@H](NC(=O)C4COc5ccccc5O4)C3)nc(N)c2cc1OC (stereo partly drawn) | 98.9&100.3 | 109.5&109.5 | 94.7&100.3 | 94.1&97.1 | 102.9&108.5 | 112.6&107.4 | 90.3&92.2 | 105.7&104.1
C1N2CN3CN1CN(C2)C3 | 95.7 | 98.4 | 94.5 | 107.2 | 131.0 | 92.1 | 97.5 | 106.9
CCOC(=O)[C@@H]1CSC(C)=C(C(=O)O)N1 | 90.4 | 103.6 | 86.8 | 90.6 | 90.1 | 99.8 | 89.9 | 97.2
CN1C(=O)N(C)C2C1NC(=S)N2/N=C/C=C/c1ccccc1[N+](=O)[O-] (stereo not drawn) | 18.7 | 17.1 | 31.6 | 14.7 | 6.4* | 68.1 | 22.4 | 56.1
COc1cc(C)ccc1Oc1nc(Nc2ccc(N3CCOCC3)cc2)ncc1NCc1ccc(OC(F)(F)F)cc1 | 91.0 | 86.7 | 91.4 | 86.2 | 92.5 | 91.8 | 74.3 | 96.2
CC[C@@H](C)[C@@H]1NC(=O)Nc2nc3ccccn3c2C1=O | 99.9 | 92.7 | 99.0 | 98.3 | 97.3 | 109.3 | 95.2 | 116.8
Cc1nc2cccnc2nc1C | 97.2 | 87.2 | 108.3 | 111.2 | 90.5 | 104.9 | 97.2 | 125.8
N#Cc1nc(C(c2ccccc2)c2ccccc2)oc1N1CCN(c2ccc(F)cc2)CC1 | 84.7 | 93.1 | 97.7 | 78.8 | 95.2 | 92.1 | 75.2 | 100.1
COc1ccc(NC2=C(Cl)C(=O)C(C)=C(C)C2=O)cc1 | 75.9 | 95.1 | 65.8 | 5.8* | -38.4* | 110.4 | -2.2* | -15.1*
O=C(Cl)CCCCC(=O)NNc1nccc(Nc2ccc(S(=O)(=O)Nc3ccccn3)cc2)n1 | 89.3 | 106.0 | 99.7 | 96.1 | 121.0 | 96.2 | 89.3 | 98.9
N#Cc1c(-c2ccccc2Br)cc(-c2cccnc2)[nH]c1=O | 95.5 | 103.0 | 96.5 | 96.3 | 105.8 | 91.5 | 99.8 | 103.5
COc1cc(C#N)cc(OC)c1OC | 103.0 | 115.4 | 97.9 | 97.1 | 103.9 | 98.8 | 88.3 | 102.2
CC(C1=C(CCN(C)C)Cc2ccccc21)c1ccccn1 (stereo not drawn) | 95.0 | 108.2 | 95.2 | 95.0 | x | 100.5 | 96.6 | 99.9
COc1ccc2c(c1)C(C)Cc1c(NCc3ccccc3)ncnc1N2C (stereo not drawn) | 82.8 | 85.8 | 82.4 | 38.7 | 83.5 | 93.4 | 46.0 | 81.2
CC1(c2ccccc2)Nc2ccccc2-c2nc3ccccc3n21 (stereo not drawn) | 83.2 | 89.8 | 88.3 | 53.5 | 66.6 | 108.2 | 95.8 | 66.2
CCC(=O)O[C@@H]1C[C@H](C)CC[C@H]1C(C)C | 93.1 | 98.5 | 103.1 | 105.5 | 106.8 | 111.3 | 108.7 | 115.1
c1ccc(-c2nc3ccccc3[nH]2)nc1 | 99.5 | 102.1 | 103.5 | x | 111.5 | 105.1 | 102.3 | 110.9
Cc1ccc(C(C)C)c(OC(=O)C(C)C)c1 | 95.0 | 98.1 | 97.7 | 96.8 | 97.5 | 96.4 | 86.2 | 107.7
N#CC(OC(=O)c1ccccc1)c1cccc([N+](=O)[O-])c1 (stereo not drawn) | 98.2 | 93.6 | 95.9 | 91.6 | 104.6 | 102.8 | 87.5 | 92.8
O=C(CN1CCCCCC1)Nc1nc2ccc(NCc3ccc(Cl)cc3)cc2s1 | 84.9 | 98.0 | 96.7 | 87.9 | 85.2 | 92.6 | 94.7 | 97.3
COc1ccc2sc(C)cc(=O)c2c1 | 98.2 | 108.9 | 98.0 | 93.9 | 99.9 | 107.6 | 96.3 | 107.1
Cc1cc(-c2cc(C)c(N)cc2C)c(C)cc1N | 80.7 | 106.6 | 75.6 | 54.7 | 61.0 | 92.3 | 90.4 | 82.8
O=S(=O)(OCCCCCCCCCCOS(=O)(=O)c1ccc(F)cc1)c1ccc(F)cc1 | 88.8 | 91.6 | 91.6 | 96.3 | 82.7 | 100.4 | 73.0 | 95.4
O=C(Nc1ccc(OS(=O)(=O)c2ccc(C(F)(F)F)cc2)cc1)C1CCCCCCC1 | 84.2 | 96.9 | 98.2 | 85.8 | 90.0 | 93.6 | 90.2 | 95.0
O=c1c2cc(F)cc(Cl)c2sc2c(NCCCNCCO)nc3ccccc3c12 | 64.6 | 88.1 | 66.0 | 18.7 | 78.2 | 82.4 | 100.5 | 48.8
CC(=O)Nc1nc2ccc(Oc3ccnc(NCCNS(=O)(=O)c4ccc(Cl)cc4)n3)cc2s1 | 76.7 | 65.2 | 82.0 | 75.2 | 53.4 | 62.7 | 26.8 | 71.7
Nc1nc(N)c2c(ccc3nccc32)[nH]1 | 54.0 | 89.5 | 23.0 | 16.6 | 34.9 | 21.0 | 73.0 | 73.5
COc1ccc([C@@H]2[C@@H](O)C(=O)N2c2cc(OC)c(OC)c(OC)c2)cc1Cl | 11.5 | 8.6* | 18.5 | x | 22.8 | -9.2* | 103.2 | 26.0
Nc1nc(NS(=O)(=O)c2ccc(Cl)cc2)ncc1-c1nc2ccccc2[nH]1 | 95.4 | 103.3 | 104.6 | 98.9 | 108.0 | 105.7 | 96.6 | 106.5
O=C(Oc1ccc(/C=C/c2cc(OC(=O)c3c(Cl)cccc3Cl)cc(OC(=O)c3c(Cl)cccc3Cl)c2)cc1)c1c(Cl)cccc1Cl | x | 92.6 | 95.7 | 112.5 | 106.2 | 104.0 | 91.6 | 104.8
CC(=O)Nc1nonc1-c1nc2ccccc2n1Cc1ccc(C#N)cc1 | 83.2 | 99.6 | 92.2 | 93.1 | 100.3 | 95.0 | 92.7 | 91.4
COc1ccc([C@H]2c3[nH]c4ccccc4c3C[C@H]3C(=O)N(CCCCCCC(=O)NO)CC(=O)N23)c(OC)c1 | 65.7 | 69.7 | 64.5 | 53.7 | 83.2 | 103.1 | 63.3 | 88.7
Nc1ccccc1SC1CC(=O)N(c2ccc(I)cc2)C1=O (stereo not drawn) | 86.5 | 88.6 | 76.4 | 82.9 | 121.4 | 91.6 | 82.3 | 91.0
COC(=O)[C@]12CC[C@@H](C)[C@H](C)[C@@H]1C1=CC[C@@H]3[C@@]4(C)C[C@@H](OC(C)=O)[C@H](OC(C)=O)[C@@](C)(COC(C)=O)[C@@H]4[C@H](O)C[C@@]3(C)[C@]1(C)CC2 | 5.2* | 35.9 | 2.7* | 8.4* | -6.6* | 0.8* | -13.6* | 18.1

Overlap with the part before: 7 entries, then new ones.
SMILES | MCF7 | HS 578T | LOX IMVI | K-562 | MDA-MB-468 | BT-549 | T-47D | MDA-MB-231
COc1ccc([C@@H]2[C@@H](O)C(=O)N2c2cc(OC)c(OC)c(OC)c2)cc1Cl | 11.5 | 8.6* | 18.5 | x | 22.8 | -9.2* | 103.2 | 26.0
Nc1nc(NS(=O)(=O)c2ccc(Cl)cc2)ncc1-c1nc2ccccc2[nH]1 | 95.4 | 103.3 | 104.6 | 98.9 | 108.0 | 105.7 | 96.6 | 106.5
O=C(Oc1ccc(/C=C/c2cc(OC(=O)c3c(Cl)cccc3Cl)cc(OC(=O)c3c(Cl)cccc3Cl)c2)cc1)c1c(Cl)cccc1Cl | x | 92.6 | 95.7 | 112.5 | 106.2 | 104.0 | 91.6 | 104.8
CC(=O)Nc1nonc1-c1nc2ccccc2n1Cc1ccc(C#N)cc1 | 83.2 | 99.6 | 92.2 | 93.1 | 100.3 | 95.0 | 92.7 | 91.4
COc1ccc([C@H]2c3[nH]c4ccccc4c3C[C@H]3C(=O)N(CCCCCCC(=O)NO)CC(=O)N23)c(OC)c1 | 65.7 | 69.7 | 64.5 | 53.7 | 83.2 | 103.1 | 63.3 | 88.7
Nc1ccccc1SC1CC(=O)N(c2ccc(I)cc2)C1=O (stereo not drawn) | 86.5 | 88.6 | 76.4 | 82.9 | 121.4 | 91.6 | 82.3 | 91.0
COC(=O)[C@]12CC[C@@H](C)[C@H](C)[C@@H]1C1=CC[C@@H]3[C@@]4(C)C[C@@H](OC(C)=O)[C@H](OC(C)=O)[C@@](C)(COC(C)=O)[C@@H]4[C@H](O)C[C@@]3(C)[C@]1(C)CC2 | 5.2* | 35.9 | 2.7* | 8.4* | -6.6* | 0.8* | -13.6* | 18.1
Cc1nn(-c2ccccc2)c2c1C(c1ccccc1)CC(=O)N2 (stereo not drawn) | 96.3 | 111.9 | 98.7 | x | 100.3 | 113.9 | 116.3 | 105.6
N#C/C(=C\c1ccc(F)cc1)c1nc2ccccc2s1 | 55.8 | 95.7 | 94.8 | 92.5 | x | 98.8 | 77.2 | 92.8
NC(=S)Nc1ccc(Cl)cc1 | 107.0 | x | 105.4 | 103.5 | 105.0 | 101.0 | 98.5 | 98.9
O=C(C(=O)N1CCCCC1)c1ccc(OC2OC(CO)C(O)C(O)C2O)cc1 (stereo not drawn) | 94.3 | 110.4 | x | x | 100.0 | 115.6 | 99.6 | 110.4
COC(=O)c1sc(-c2ccsc2C(=O)OC)cc1N | 80.3 | 84.1 | 100.0 | x | 92.0 | 98.5 | 70.6 | 89.4
COc1cc(CNC(=O)Cc2ccccc2)ccc1OCc1cn(-c2cccc([N+](=O)[O-])c2)nn1 | 93.1 | 95.5 | 96.3 | 105.3 | 95.2 | 97.1 | 87.9 | 90.2
CC/C(=C(/c1ccc(Cl)cc1)c1ccc(OCCCN(C)C)cc1)c1ccc(OC)cc1 | 9.1* | 84.8 | 16.6 | -27.4* | 51.7 | 86.1 | 51.1 | 76.3
O=C(NNc1nc(N2CCCC2)nc(N2CCCC2)n1)c1ccccc1 | 96.2 | 104.4 | 109.7 | x | 111.7 | 111.6 | 97.6 | 100.1
O=C(O)/C=C/CCC1SCC2NC(=O)NC21 (stereo not drawn) | 92.7 | x | 100.7 | 103.8 | 98.7 | 97.0 | 99.9 | 102.8
c1ccc(-c2noc3ncnc(Nc4ccc(Oc5cccc6ccccc56)cc4)c23)cc1 | 79.8 | 96.9 | 94.7 | 87.5 | 92.3 | 82.5 | 73.0 | 79.5
Cc1ccc(Nc2ccc(Nc3c(Br)cc(C)cc3Br)c3c2C(=O)c2ccccc2C3=O)c(Br)c1 | 98.4 | 89.1 | 102.8 | 116.8 | 94.6 | 103.0 | 102.6 | 85.3
C/C(CCC(=O)O)=N/Nc1ccc(S(=O)(=O)O)cc1 | 99.3 | 104.7 | 91.6 | x | 126.8 | 116.2 | 92.4 | 103.9
CCOC(=O)CCOc1cccc(N(CCO)CCO)c1 | 98.9 | 103.7 | 101.6 | 88.7 | 106.2 | 111.2 | 93.2 | 102.3
COc1ccc(C2NC(=O)C(Cl)c3c2sc2c(F)cccc32)cc1 (stereo not drawn) | 89.4 | x | 93.5 | 68.7 | 41.1 | 96.5 | 86.4 | 101.5
C=C(C)[C@@H]1CC[C@]2(C(=O)NCCO)CC[C@]3(C)[C@H](CC[C@@H]4[C@@](C)(CCC#N)[C@H](C(=C)C)CC[C@]43C)[C@@H]12 | 91.4 | 102.0 | x | 77.9 | 101.0 | 104.8 | 78.2 | 101.0
Cc1nc2cncc(C#Cc3cncc(C(=O)Nc4ccc(CN5CCN(C)CC5)c(C(F)(F)F)c4)c3)c2nc1C | 19.0 | -9.8* | -77.9* | 7.5* | 37.3 | 37.6 | 26.6 | -49.4*
Cc1cccc(C[C@H](NC(=O)Nc2ccc(Cl)cc2F)C(=O)N[C@@H]2C(=O)N3C[C@H](O)C[C@H]3C(=O)N3CCN(C)C[C@H]3C(=O)N[C@@H](C)C(=O)N3C[C@H](C)C[C@H]3C(=O)O[C@H]2C)c1 | 23.0 | 43.0 | 40.9 | 24.4 | 15.7 | 17.2 | 21.5 | 22.4
CSc1nnc2c3ccccc3n(Cc3ccccc3)c2n1 | 89.5 | 99.0 | 96.0 | 82.0 | 95.4 | 99.9 | x | 102.3
CCC(C)(C)C(=O)O[C@H]1C[C@@H](C)C=C2C=C[C@H](C)[C@H](CCC3CC3CC(=O)OC)C21 (stereo partly drawn) | 86.2 | 88.4 | 84.0 | 57.2 | 84.7 | 99.0 | 66.9 | 77.6
O=C1C2C3C=CC(O3)C2C(=O)N1N=C1CCCCC1 (stereo not drawn) | 107.6 | 110.7 | x | 115.0 | 109.3 | 93.6 | x | 101.3
